Source: PubChem BioAssay
GoLoco inh red = blocks human Gai1 binding to RGS12 GoLoco peptide, red readout; P63096; Gai1:RGS12 GoLoco peptide FP, rhodamine, 10 min; Potency, µM (titrated, usually from 61.6 µM), without a hit: top-dose activity, negative = inhibition, usual class: inhibitors; 230,000 compounds, 0.44% hits; active = well fitted inhibition curve with a large enough effect, not every such curve was filed as active; inactive = no such curve, though single readings can be large or run the other way; also: % is scaled to controls: 0 for no effect and ±100 for the full control effect; nearly all actives have a fitted effect of over 30% in size; many of its hits are not listed in these tables
Target sequence (P63096 whole entry, looked up): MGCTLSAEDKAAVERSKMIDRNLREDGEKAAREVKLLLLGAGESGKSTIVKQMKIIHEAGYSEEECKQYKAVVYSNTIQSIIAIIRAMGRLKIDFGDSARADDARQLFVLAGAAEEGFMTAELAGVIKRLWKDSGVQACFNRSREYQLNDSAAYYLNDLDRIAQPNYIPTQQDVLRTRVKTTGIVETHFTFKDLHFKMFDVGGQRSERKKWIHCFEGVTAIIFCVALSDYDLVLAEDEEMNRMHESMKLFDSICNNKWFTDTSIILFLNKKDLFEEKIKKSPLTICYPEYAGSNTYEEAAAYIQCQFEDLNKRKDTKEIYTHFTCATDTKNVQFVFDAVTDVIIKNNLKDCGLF
KDM4E inh = JMJD2E (human) inhibition. 230,000 compounds, 1.6% hits. AID 2147. JMJD2E catalytic domain, FDH-coupled NADH fluorescence (FDH is formaldehyde dehydrogenase). Potency, µM (titrated, usually from 57.1 µM), without a hit: at the top dose activity change, negative = inhibition, usual class: inhibitors; active = well fitted inhibition curve with a large enough effect, not every such curve was filed as active; inconclusive = small, poorly fitted or top-dose-only effect, or another doubt; inactive = no such curve, though single readings can be large or run the other way;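 also: 0% = wells with enzyme and -100% = buffer wells without enzyme; nearly all actives have a fitted effect of over 50% in size; many of its hits are not listed in these tables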
RECQ1 inh = RECQ1 (human) helicase inhibition | 240,000 compounds, 0.54% hits | RECQ1 DNA unwinding, red fluorescence kinetic read | P46063 | Potency, µM (highest dose often 57.3 µM), without a hit: top-dose activity, negative = inhibition, hits mostly inhibitors;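 also: plate controls were vehicle for no effect and no enzyme for full effect; nearly all actives have a fitted effect of over 30% in size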
Target sequence (P46063 whole entry, looked up): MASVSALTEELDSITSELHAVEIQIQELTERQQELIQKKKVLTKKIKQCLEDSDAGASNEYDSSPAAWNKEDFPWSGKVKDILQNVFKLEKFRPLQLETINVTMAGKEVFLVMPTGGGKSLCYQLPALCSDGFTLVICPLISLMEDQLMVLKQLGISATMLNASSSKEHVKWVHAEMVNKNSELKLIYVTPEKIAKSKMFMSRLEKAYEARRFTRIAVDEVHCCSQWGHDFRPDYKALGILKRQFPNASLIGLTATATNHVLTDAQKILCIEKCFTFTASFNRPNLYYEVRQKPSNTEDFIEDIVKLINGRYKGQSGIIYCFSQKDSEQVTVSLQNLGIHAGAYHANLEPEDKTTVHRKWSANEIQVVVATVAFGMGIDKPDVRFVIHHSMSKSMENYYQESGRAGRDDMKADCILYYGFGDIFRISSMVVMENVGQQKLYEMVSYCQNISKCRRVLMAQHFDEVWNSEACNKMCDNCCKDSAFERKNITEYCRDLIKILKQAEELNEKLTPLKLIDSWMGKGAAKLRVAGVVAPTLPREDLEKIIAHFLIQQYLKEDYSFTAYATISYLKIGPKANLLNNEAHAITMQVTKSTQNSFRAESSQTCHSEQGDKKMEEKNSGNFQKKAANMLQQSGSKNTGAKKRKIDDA
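RECQ1T1 50 nM; forked duplex (20 bp + 30-nt ss tails) 200 nM, ATP 2 mM final; pH 8.0, 2 mM MgCl2, 2.5 ug/ml poly(dI-dC); 15 min compound preincubation; discontinuous kinetic read over 2 h at RT.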
Epigenetic derep = epigenetic control regulation, reporter derepression; murine LDR cells, GFP reporter derepression, 30 h; Potency, µM (highest dose often 53.9 µM), for the others: at the highest dose GFP activation, actives largely listed as activators; 280,000 compounds, 0.2% hits; AID 1865; also: % of control where 0% means no effect; nearly all actives have a fitted effect of over 60% in size
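Murine LDR cells bearing a silenced CMV-driven GFP reporter were exposed to compound for 30 h at 37 C. After PBS washes, GFP-positive cells (20-120 um objects) counted by laser-scanning microplate cytometry.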
NPSR antagonist = antagonists of human neuropeptide S receptor cAMP signaling | Q6W5P4 | CHO-NPSR cells, cAMP TR-FRET, antagonist mode | Potency, µM (highest dose often 38.3 µM), for the others: at the highest dose activity change, negative = inhibition, most hits filed as inhibitors | 220,000 compounds, 1% hits; also: % is scaled to controls: 0 for no effect and ±100 for the full control effect; nearly all actives have a fitted effect of over 50% in size; many of its hits are not listed in these tables
SMN2 splice enh = enhancers of SMN2 splice variant expression | HEK293 SMN2-luciferase splicing reporter, luminescence, 30-36 h | Potency, µM (highest dose often 46.1 µM), without a hit: top-dose activity change, positive = activation, usual class: activators | 210,000 compounds, 2.8% hits; also: % of control where 0% means no effect; nearly all actives have a fitted effect of over 55% in size
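HEK293 cells carry an SMN2 minigene-luciferase reporter in which exon 7 inclusion puts luciferase in frame. Cells were seeded at 2000 cells/well, attached for 10-12 hours, then exposed to compounds for 30-36 hours at 37C before ONE-Glo luminescence.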
Luc counter = blocks Kinase-Glo luciferase, a counter-screen artifact | Kinase-Glo luciferase, ATP luminescence, 8 min | AID 1379 | Q27757 | 200,000 compounds, 0.28% hits | Potency, µM (doses to about 38.3 µM), without a hit: at the highest dose activity change, negative = inhibition, actives largely listed as inhibitors; also: % is scaled to controls: 0 for no effect and ±100 for the full control effect; nearly all actives have a fitted effect of over 60% in size
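Luminescence was the read-out, taken after 8-minute incubation at ambient temperature. Luciferase turned over luciferin with 10 uM ATP in imidazole pH 7.2 buffer containing KCl, MgCl2, Tween 20 and BSA.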
IMPase Li inh = IMPase inhibition in cells with lithium potentiation; CHO-M1 cells, IP1 TR-FRET (IP-One), carbachol + lithium; AID 1457; Potency, µM (top dose mostly 59.4 µM), for the others: top-dose activity, negative = IMPase inhibition, actives largely listed as inhibitors; 210,000 compounds, 0.35% hits;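 also: IP1 builds up when IMPase is blocked and the TR-FRET signal falls; plate controls were basal vehicle for no effect and high inhibitor control for full effect; nearly all actives have a fitted effect of over 50% in size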
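CHO cells stably expressing M1 receptor (2000/well, cultured 16–30 h) treated 30 min at 37C with compound plus low lithium. Cytosolic IP1 by TR-FRET (665/620 ratio and 620 channel) after 10 min lysis; AC50 by Hill fit.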
* hit, by the source's call; i = inactive; ? = inconclusive; nt = not tested or not shown; & = joins results of further samples; [ ] = another dose, or the depositor's remark. Unless noted, calls follow the shape of the dose curve; as a rule, active = well fitted curve in the direction sought with a large enough effect; inconclusive = small, poorly fitted or top-dose-only effect, or another doubt; inactive = no such curve, though single readings can be large; an effect the other way counts as inactive or inconclusive. Potency is read from the fitted curve at half-maximal effect. This is a subset (hit frequency here may not be typical).

entry	Molecule	GoLoco inh red	KDM4E inh	RECQ1 inh	Epigenetic derep	NPSR antagonist	SMN2 splice enh	Luc counter	IMPase Li inh
1	COCc1nnc(NC(=O)c2ccc(NC(C)=O)cc2)s1	1.8%	4.7%	-6.8%	-1.0%	-4.6%[46.1 µM]	19.5%	1.5%	6.9%
2	COc1cccc(NC(=O)C(Sc2nnc3ccccn23)c2ccccc2)c1 (stereo not given)	4.5%	11.3%	-5.3%	-0.3%	-2.2%	6.6%	0.4%	-1.5%
3	COc1ccc(C(CNC(=O)C2CC(=O)N(Cc3ccc(C)cc3)C2)N(C)C)cc1 (stereo not given)	-3.6%	-0.3%	i	-3.1%	-9.6%[46.1 µM]	-1.8%	3.0%	6.0%[38.3 µM]
4	c1cncc(C(c2nnnn2C2CCCCC2)N2CCCCC2)c1 (stereo not given)	5.4%	-11.2%	4.2%	0.0%	3.4%	nt	1.9%	1.4%
5	COc1cc(-c2nc(-c3cccc(C)c3)no2)cc(OC)c1OC	3.2%	?	4.3%	5.9%	-10.8%[46.1 µM]	28.8%	0.2%	14.3%
6	CCN(Cc1ccccc1)C(c1ccccn1)c1nnnn1C(C)(C)CC (stereo not given)	2.4%	-2.8%	-4.4%	0.8%	?	-15.5%	-1.3%	18.3%[38.3 µM]
7	COc1ccc(CNc2nc(-c3cccnc3)nn2C(C)=O)cc1	1.2%	3.5%	-6.2%	-8.4%	2.7%	-24.4%	8.0%	-0.5%
8	C/C(CC(=O)NC1CCCC1)=N\NC(=O)Cc1csc(N)n1	4.6%	11.6%	1.8%	0.0%	3.6%	1.1%	0.9%	-4.6%
9	CCn1nc(C)c(/C=C/C(=O)Nc2ccc(C)cc2C)c1C	10.9%	0.5%	-4.1%	-1.7%	7.9%	-11.1%	1.9%	6.2%
10	O=C(Nc1ccccc1)OCN1C(=O)c2ccccc2C1=O	9.6%	13.9%	2.4%	-1.1%	-4.8%[46.1 µM]	-2.7%	-7.8%	-6.5%[38.3 µM]
11	CN(C)c1ccc(C=NCCc2ccc(S(N)(=O)=O)cc2)cc1	3.1%	-3.0%	i	-0.3%	14.6%	nt	nt	4.2%
12	Fc1cc2[nH]cnc2cc1Cl	32.6%[activator]	6.0%	-2.0%	2.5%	0.1%[7.67 µM]	nt	nt	nt
13	COc1ccc(S(=O)(=O)NC(CC(=O)NCCc2ccccc2)c2ccco2)cc1 (stereo not given)	5.4%	0.6%	i	0.0%	-4.3%[46.1 µM]	11.5%	-2.9%	25.9%[38.3 µM]
14	CCC(=O)N1CCc2cc(S(=O)(=O)CCC(=O)Nc3cccc(F)c3)ccc21	-7.8%	7.9%	3.7%	-1.1%	9.5%[46.1 µM]	-21.6%	-1.9%	0.8%
15	COC(=O)CCS(=O)(=O)c1nc(-c2ccccc2)cc(C(F)(F)F)n1	-13.4%	-16.7%	-7.4%	1.6%	10µM*	12.6µM*	-2.8%	44.5%[activator][38.3 µM]
16	Cc1sc2ncnc(NCC3CCCO3)c2c1C (stereo not given)	3.9%	-9.6%	-0.8%	1.9%	-1.5%[46.1 µM]	-57.6%[inhibitor]	-2.9%	6.0%[38.3 µM]
17	CC12CC(c3ccccc3O1)N(C(=O)c1ccco1)C(=O)N2c1ccccc1 (stereo not given)	9.4%	-7.0%	-2.5%	1.2%	-25.8%[46.1 µM]	5.9%	2.4%	20.2%[38.3 µM]
18	Cc1cc(N2C(=O)[C@@H]3[C@H](C2=O)[C@@H]2C[C@H]3C(Br)C2Br)no1 (stereo not given in full)	5.9%	5.6%	-5.9%	-1.3%	-21.4%	nt	nt	nt
19	CCN(CC)S(=O)(=O)c1ccc(/C=C/C(=O)Nc2c(C)n(C)n(-c3ccccc3)c2=O)cc1	-9.6%	-0.7%	-15.8%	-1.3%	-0.8%	-1.5%	-2.1%	3.5%
20	c1ccn2cc(CSC3=NCCS3)nc2c1	10.4%	-2.3%	-5.4%	1.3%	-7.4%[46.1 µM]	?	-8.6%	16.8%[38.3 µM]
21	CCOC(=O)c1cnn(-c2cc(C)c3ccccc3n2)c1N	3.1%	-6.7%	i	-0.7%	-25.1%[46.1 µM]	0.5%	-3.7%	3.8%[38.3 µM]
22	COc1ccc2c(c1)C(=O)[C@@H](O)[C@H](c1ccc(OC)c(Br)c1)O2	4.3%&5.3%	?	-1.6%&-8.6%	1.1%&1.1%	-23.3%	29.9%&-28.9%	1.7%&2.3%	10.0%&4.5%
23	COc1ccc(CNC(=O)CCCCCNc2nc(=S)[nH]c3ccccc23)cc1	7.6%	4.1%	-11.6%	-1.3%	6.5%	-1.7%	1.3%	1.3%
24	CNC(=S)N1N=C(c2ccc(C)cc2)CC1c1ccc(Cl)cc1 (stereo not given)	4.4%	1.0%	-14.2%	-5.1%	?	5.5%	-0.9%	9.0%[38.3 µM]
25	CCCN1CNC(=S)N(c2cccc(C)c2)C1	1.7%	-1.8%	-2.3%	1.1%	-17.9%	nt	nt	nt
26	COC(=O)Cn1c(=O)c2c(nc(Br)n2CC(=O)OC)n(C)c1=O	-2.0%	-7.3%	-1.8%	1.1%	-8.0%[46.1 µM]	?	0.9%	-4.7%[38.3 µM]
27	O=C(c1ccc(-c2ccc(Cl)cc2Cl)o1)N1CCOCC1	2.0%	-29.2%	i	-5.1%	-5.8%	22.4µM*	0.9%	-12.9%
28	CCOC(=O)N1CCC(NC(=O)c2cccc3c2C(=O)N(c2ccc(OC)cc2)C3)CC1	20.1%	?	11.2µM*	5.5%	-11.3%[46.1 µM]	0.7%	14.6%	9.2%[38.3 µM]
29	CCOC(=O)CSc1nnc(-c2cccnc2)n1Cc1ccccc1	1.9%	-1.7%	-2.5%	-0.8%	-15.0%[46.1 µM]	3.0%	0.9%	8.9%[38.3 µM]
30	NC(=O)C1(N2CCCCC2)CCN(C(=S)NC2CCCC2)CC1	8.6%	7.6%	i	-1.5%	19.5%	2.6%	-3.1%	5.0%
31	COc1ccc(NC(=O)c2ccccn2)cc1S(=O)(=O)N1CCOCC1	-7.6%	-2.5%	i	-0.2%	22.0%	nt	nt	1.8%
32	O=C1C2C3C=CC(C3)C2C(=O)N1Nc1ccccc1 (stereo not given)	-0.8%	9.7%	3.0%	-1.2%	10.1%	nt	nt	nt
33	O=C(NN1CC(=O)N(c2cc(Cl)cc(Cl)c2)CC1=O)c1sccc1Cl	4.7%	-4.3%	-10.7%	-1.0%	6.9%	nt	nt	nt
34	Cc1ccc(Oc2ccc(N)cc2)cc1	31.2%[activator]	5.2%	-15.3%	3.6%	-0.4%[46.1 µM]	-8.5%	8.5%	-22.7%[38.3 µM]
35	N#C/C(=C\c1ccc(N2CCCCC2)o1)C(=O)Nc1cccc(Br)c1	-90.0%	-2.2%	3.5%	?	-23.4%	-15.3%	-4.6%	9.0%
36	O=C(/C=C/c1ccc2c(c1)OCO2)NCCSCc1cccc(Cl)c1	4.0%	?	-8.5%	3.8%	-21.2%[46.1 µM]	-23.4%	-4.1%	-7.8%[38.3 µM]
37	COC(=O)c1ccc(Cl)c(NC(=O)CN2CCC(C)CC2)c1	-44.5%	-8.2%	8.7%	-9.9%	-26.4%[46.1 µM]	-6.0%	0.3%	19.8%[38.3 µM]
38	COc1ccc(/C=N/NC(=O)CNC(=O)c2ccc(S(=O)(=O)N3CCOCC3)cc2)c(OC)c1	7.1%	-6.5%	-6.1%	4.5%	-1.0%	-0.9%	-2.4%	-7.2%
39	Cc1cc(C)c(NS(=O)(=O)c2cccc3cccnc23)c(C)c1	1.0%	3.0%	7.1%	1.3%	-11.8%	nt	nt	9.0%
40	COc1cccc(NC(=O)NC(C)C2CC3CCC2C3)c1 (stereo not given)	0.8%	-6.1%	-2.3%	-5.4%	-17.4%	-8.9%	0.6%	23.1%
41	CCSCc1nnc(SCC(=O)c2ccc(OC)cc2)n1C	-4.4%	-5.5%	i	0.2%	?	-19.7%	1.9%	-2.9%[38.3 µM]
42	CN1CCN(C(=S)Nc2cccc(S(=O)(=O)N(C)C)c2)CC1	9.4%	-0.2%	-5.9%	-0.1%	19.4%	5.0%	2.5%	-3.1%
43	COc1cccc(N=Cc2c(O)n(-c3cccc(C)n3)c(=O)c3ccccc23)c1	23.4%	?	-1.5%	-0.7%	-24.4%[46.1 µM]	-15.9%	0.5%	11.0%[38.3 µM]
44	Nc1c(-c2ccccc2)cnn1-c1cccc([N+](=O)[O-])c1	-1.1%	-7.2%	5.7%	-1.3%	-11.2%[46.1 µM]	19.5%	-2.9%	-4.9%[38.3 µM]
45	Cc1ccc(-c2ccc(S(=O)(=O)NCc3ccco3)cc2)cc1	-23.3%	-5.9%	-5.5%	1.1%	2.4%	nt	0.9%	8.5%
46	C/C(=N\NC(=O)C(c1ccccc1)c1ccccc1)c1ccccn1	5.7%	-27.3%	i	-1.5%	-16.5%	-88.7%[inhibitor]	0.0%	0.2%
47	CCC(C)NC(=O)CSC1=Nc2ccccc2C2=NC(CC(=O)NCc3ccc(F)cc3)C(=O)N12 (stereo not given)	3.4%	?	-5.2%	-0.2%	-10.0%[46.1 µM]	-5.8%	-2.0%	8.7%[38.3 µM]
48	COC(=O)c1ccc(CN2C(=O)NC3(CCC(C)CC3)C2=O)cc1 (stereo not given)	4.4%	-6.4%	-3.1%	-0.4%	-7.2%	3.6%	0.3%	3.0%
49	Cc1ccc(N=C2NC(=O)/C(=C\c3cccs3)S2)cc1C	-1.6%	-3.3%	-9.0%	-1.3%	-32.3%	3.55µM*	-5.8%	16.2%

A different layout for part of the listing above:
48) COC(=O)c1ccc(CN2C(=O)NC3(CCC(C)CC3)C2=O)cc1 (stereo not given)
  GoLoco inh red: 4.4%
  KDM4E inh: -6.4%
  RECQ1 inh: -3.1%
  Epigenetic derep: -0.4%
  NPSR antagonist: -7.2%
  SMN2 splice enh: 3.6%
  Luc counter: 0.3%
  IMPase Li inh: 3.0%
49) Cc1ccc(N=C2NC(=O)/C(=C\c3cccs3)S2)cc1C
  GoLoco inh red: -1.6%
  KDM4E inh: -3.3%
  RECQ1 inh: -9.0%
  Epigenetic derep: -1.3%
  NPSR antagonist: -32.3%
  SMN2 splice enh: 3.55µM*
  Luc counter: -5.8%
  IMPase Li inh: 16.2%
